Rab7 wt GTP bind: dog Rab7 wildtype GTP binding, inhibitors and activators; GST-Rab7 beads, fluorescent GTP binding, flow cytometry; actives lie on both sides; untreated = 100%, excess cold GTP = 0%; GTP binding activity (percent of control), % at 10 µM; hit rate 0.055% among 190,000;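 active means fluorescent GTP binding to Rab7 beads changed by at least 20 points from the 100% baseline, either direction, mostly lower; inconclusive means compound itself probably fluorescent, or too few beads counted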;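 further: median green fluorescence of bound Bodipy-FL-GTP per Rab7 bead population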
ABCG2 inh: blocks JC-1 efflux by human ABCG2 transporter; hit rate 0.1% among 190,000; AID 1325; Q9UNQ0; inhibition, % at 6.6 µM; IgMXP3 cells, flow cytometry;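 active means inhibition above 80%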;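 further: 0% = DMSO and 100% = nicardipine control wells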
Target sequence (Q9UNQ0 whole entry, looked up): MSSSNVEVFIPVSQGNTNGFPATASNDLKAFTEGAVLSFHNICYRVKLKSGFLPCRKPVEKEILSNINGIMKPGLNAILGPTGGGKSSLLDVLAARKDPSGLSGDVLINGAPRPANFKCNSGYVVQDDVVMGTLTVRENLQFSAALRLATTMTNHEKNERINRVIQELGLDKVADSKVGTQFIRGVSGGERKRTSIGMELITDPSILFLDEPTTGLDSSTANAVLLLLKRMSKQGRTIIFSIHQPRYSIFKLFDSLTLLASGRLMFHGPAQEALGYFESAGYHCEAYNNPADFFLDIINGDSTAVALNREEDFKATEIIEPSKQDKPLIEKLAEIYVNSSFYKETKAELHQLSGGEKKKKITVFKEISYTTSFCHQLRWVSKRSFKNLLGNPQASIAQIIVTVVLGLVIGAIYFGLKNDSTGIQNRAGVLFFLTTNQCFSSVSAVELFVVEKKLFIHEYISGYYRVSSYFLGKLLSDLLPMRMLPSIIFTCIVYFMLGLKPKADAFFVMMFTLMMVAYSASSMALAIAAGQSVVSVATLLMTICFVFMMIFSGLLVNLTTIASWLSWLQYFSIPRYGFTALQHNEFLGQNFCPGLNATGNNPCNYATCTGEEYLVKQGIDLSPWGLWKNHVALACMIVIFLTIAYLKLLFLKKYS
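Test system: ABCG2 IgMXP3 and barcoded ABCB1 CCRF-Adr cell mix; Schedule: cells with compound and JC-1, 10 min at 25 °C, rotating, no wash; Technique: flow cytometry of retained JC-1 fluorescence; Measure: % inhibition of efflux relative to nicardipine and DMSO; Controls: nicardipine high and DMSO low controls.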
Rac1 wt GTP bind: human Rac1 wildtype GTP binding, inhibitors and activators; hit rate 0.27% among 190,000; GTP binding activity (% of control), % at 10 µM; GST-Rac1 beads, fluorescent GTP binding, flow cytometry; actives lie on both sides; 0 = cold GTP competed, 100 = untreated;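 active means GTP binding activity at least 20 points away from the 100% control level, either lower or higher; inconclusive means compound flagged as likely green fluorescent, judged across all proteins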
GSH fluor: compound fluoresces at 488/530 nm on GSH beads. GSH beads flow cytometry, compound fluorescence 488/530 nm; active compounds read high. fluorescence (KMESF) at 10 µM. hit rate 0.25% among 190,000; in the data active means fluorescence above about 89;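 further: glutathione beads carrying GST-tagged Bcl family fusion proteins plus one bare bead set; values are compound well signal with DMSO vehicle wells as background; inactives centre near 16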
Cdc42 wt: human Cdc42 wildtype GTP binding change, either direction | hit rate 0.2% among 190,000 | percent activity (GTP binding), % at 10 µM | GST-Cdc42 beads, Bodipy-GTP binding, flow cytometry; actives lie on both sides | P60953 | AID 761;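 active means percent activity GTP binding at least 20 points away from the 100% baseline, either down as inhibitor or up as activator; inconclusive means compound flagged as likely green fluorescent from well-wide comparison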;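 further: median bead fluorescence of bound Bodipy-FL-GTP at 100 nM; 0% = excess unlabeled GTP control and 100% = no compound control; below 100% means less GTP binding so inhibitor and above means activator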
Target sequence (P60953 whole entry, looked up): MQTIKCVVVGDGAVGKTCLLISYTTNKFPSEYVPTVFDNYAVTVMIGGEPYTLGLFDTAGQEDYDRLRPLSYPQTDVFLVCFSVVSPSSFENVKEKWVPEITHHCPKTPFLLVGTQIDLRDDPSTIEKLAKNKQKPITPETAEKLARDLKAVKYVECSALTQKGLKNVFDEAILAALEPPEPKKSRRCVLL
Avidin bead fluor: compound fluoresces at 488/530 nm on avidin beads | compound fluorescence 488/530 nm, flow cytometry; active compounds read high | fluorescence (KMESF) at 10 µM | hit rate 0.38% among 220,000; in the data active means fluorescence above about 47; further: inactives centre near 10
HRas wt GTP bind: modulators of GTP binding to human HRas wildtype; P01112; GST-Ras wt beads, Bodipy-FL-GTP binding, flow cytometry; actives lie on both sides; GTP binding activity, % at 10 µM; hit rate 0.14% among 190,000; AID 759;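 active means GTP binding activity at least 20% away from the 100% baseline, either lowered as inhibitor or raised as activator; inconclusive means flagged as likely green fluorescent, judged across all proteins in the well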;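 further: 0% = unlabeled GTP competition control and 100% = no-compound control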
Target sequence (P01112 whole entry, looked up): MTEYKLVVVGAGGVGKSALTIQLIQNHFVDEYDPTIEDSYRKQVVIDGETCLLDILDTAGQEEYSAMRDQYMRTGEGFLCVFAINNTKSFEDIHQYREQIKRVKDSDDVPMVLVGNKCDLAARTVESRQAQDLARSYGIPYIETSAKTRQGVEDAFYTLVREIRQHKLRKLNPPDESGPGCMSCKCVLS
ABCB1 block: inhibitors of human ABCB1 transporter, ABCG2 counter-screen | hit rate 0.067% among 190,000 | AID 1326 | P08183 | CCRF-Adr cells, JC-1 efflux, flow cytometry | inhibition, % at 6.6 µM; in the data active means inhibition above about 40%;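 further: 0% = vehicle and 100% = reference inhibitor; higher value means more JC-1 retained so stronger ABCB1 efflux block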
Rac1 act GTP bind: modulators of GTP binding to human Rac1 activated mutant. hit rate 0.11% among 190,000. AID 764. GST-Rac1 activated beads, fluorescent GTP binding, flow cytometry; actives lie on both sides; 100% means binding = to untreated wells. percent activity (GTP binding), % at 10 µM;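 active means GTP binding at least 20 percentage points away from the 100% baseline, in either direction, so actives lie on both sides; inconclusive means Compound likely fluorescent itself, or too few beads counted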
Rab2A wt mod: changes GTP binding to wildtype dog Rab2A, up or down | P61105 | GST-Rab2 wt beads, Bodipy-GTP binding, flow cytometry | GTP binding activity, % at 10 µM | hit rate 0.19% among 190,000;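 active means GTP binding activity at least 20 points away from 100%, either lowered or raised; inconclusive means signal likely due to the compound's own green fluorescence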;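 further: 0% = beads with excess unlabeled GTP and 100% = no-compound control corrected for plate trend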
Pf gametocyte: P. falciparum stage V gametocyte viability inhibition | P. falciparum stage V gametocytes, ATP luminescence, 24 h | inhibition, % at 10.9 µM | hit rate 0.065% among 150,000;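 active means inhibition above the mean plus 3 SD of compounds within the control limits, set per campaign, cut at about 38% in these data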;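 further: 0% = DMSO wells and 100% = medium only without gametocytes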
Active calls of the source: *; ? = inconclusive; . = no result given.

SMILES	Rab7 wt GTP bind	ABCG2 inh	Rac1 wt GTP bind	GSH fluor	Cdc42 wt	Avidin bead fluor	HRas wt GTP bind	ABCB1 block	Rac1 act GTP bind	Rab2A wt mod	Pf gametocyte
CCOc1ccc(CCNC(=O)C2CCCN2C(=O)OCc2ccccc2)cc1OCC (stereo not drawn)	104	1	105	20	100	8	102	1.2	100	103	-19
COc1ccc(C(=O)CSc2nc(C(C)(C)C)nc3ccccc23)cc1	95	7	97	26	91	7	94	1.1	93	94	9
COc1ccc(CNn2c(-c3cccs3)nc3ccccc3c2=O)cc1OC	104	2	104	12	98	9	98	1.3	99	100	4
O=c1cc(-c2ccc(O)cc2)oc2ccccc12	101	13	90	12	92	11	92	0.1	93	91	.
COc1ccc(CCNC(=O)Cn2cccc2C(=O)c2ccccc2)cc1OC	103	0	104	5	103	14	101	0.5	99	99	8
Cc1nnc(SCc2nc3ccccc3[nH]2)s1	102	2	104	24	109	12	109	0.4	103	109	.
CC(=O)N1CCc2cc(Br)cc(S(=O)(=O)N3CCN(C(=O)c4ccco4)CC3)c21	?	2	?	24	?	7	?	1.5	?	?	.
CC/C(=N\NC(=O)CNC(=O)/C=C/c1ccco1)c1ccccc1	99	13	102	22	100	13	100	-1.3	99	98	.
CCOC(=O)C(CCc1nnc(N)s1)C(=O)OCC	99	0	105	13	103	23	101	0.0	98	100	-13
Cc1cccc(S(=O)(=O)Nc2cccc(-c3cn4ccsc4n3)c2)c1	98	7	100	28	98	13	99	0.7	97	97	.
N#CCC(=O)Nc1ncn(Cc2ccccc2Cl)n1	101	1	103	24	104	11	105	0.3	102	103	.
COc1ccc(-c2cc3ccccc3n2CC(O)Cn2nc(C)cc2C)cc1 (stereo not drawn)	97	3	102	13	101	40	100	0.7	97	97	.

Sorted by count of non-hydrogen atoms (ascending): three of the compounds above.
SMILES	Rab7 wt GTP bind	ABCG2 inh	Rac1 wt GTP bind	GSH fluor	Cdc42 wt	Avidin bead fluor	HRas wt GTP bind	ABCB1 block	Rac1 act GTP bind	Rab2A wt mod	Pf gametocyte
Cc1cccc(S(=O)(=O)Nc2cccc(-c3cn4ccsc4n3)c2)c1	98	7	100	28	98	13	99	0.7	97	97	.
COc1ccc(CNn2c(-c3cccs3)nc3ccccc3c2=O)cc1OC	104	2	104	12	98	9	98	1.3	99	100	4
COc1ccc(CCNC(=O)Cn2cccc2C(=O)c2ccccc2)cc1OC	103	0	104	5	103	14	101	0.5	99	99	8

Further results follow.
SMILES	Rab7 wt GTP bind	ABCG2 inh	Rac1 wt GTP bind	GSH fluor	Cdc42 wt	Avidin bead fluor	HRas wt GTP bind	ABCB1 block	Rac1 act GTP bind	Rab2A wt mod	Pf gametocyte
O=C(/C=C\NCC(=O)c1ccccc1)c1ccc2ccccc2c1	93	0	95	13	93	10	93	0.1	93	91	-8
COc1cccc(C2C(C#N)=C(C)NC3=C2C(=O)CC(C)(C)C3)c1 (stereo not drawn)	103	3	106	6	98	26	101	0.5	101	101	-5
O=c1c2ccccc2[nH]c(=S)n1CCCN1CCOCC1	103	3	103	13	103	13	107	0.3	99	105	-5
CCCC(=O)Nc1ccc(NC(=O)c2cccs2)cn1	100	3	103	39	101	7	99	0.5	100	101	.
CN1C(=O)N(S(=O)(=O)c2ccc(F)c(F)c2F)C(=O)C1(C)C	99	1	107	15	106	43	102	0.1	98	101	5
Cc1onc(C(N)=O)c1C(=O)Nc1ncc(C(F)(F)F)cc1Cl	100	5	96	8	96	21	96	0.9	94	97	9
CCCCC(c1nnnn1Cc1ccco1)N1CCN(c2nc3ccccc3s2)CC1 (stereo not drawn)	96	5	101	11	102	20	99	2.2	98	101	.
CN(CC(=O)NC1CCCCCCC1)S(=O)(=O)c1cnc[nH]1	100	2	107	16	108	15	104	0.6	103	103	16
COc1ccc(C(=O)Nc2nc3ccccc3[nH]2)cc1S(=O)(=O)N1CCCC1	93	22	86	42	87	8	91	4.8	92	89	.
NS(=O)(=O)c1ccc(NC(=S)NCc2ccc(F)cc2)cc1	108	9	100	11	98	10	98	-0.6	93	97	.
Cc1ccc(OCC(=O)N(C)CC(=O)Nc2ccc(F)cc2)c([N+](=O)[O-])n1	93	6	100	24	97	7	98	1.2	98	96	1
COc1ccc(N2CCN(CCCNC(=O)C3CCN(S(=O)(=O)N4CCOCC4)CC3)CC2)cc1	93	1	95	15	98	6	96	0.2	98	99	1
O=C(OCc1ccccc1)Oc1cncc(C(=O)O)c1	102	3	100	28	104	12	103	0.6	101	98	-16
Nc1nonc1/C(=N/O)N1CCN(CCO)CC1	109	0	110	261*	102	9	104	0.0	100	101	.
CSc1nsc(SCCN2C(=O)c3ccccc3C2=O)n1	98	53	105	24	105	20	100	0.7	101	102	13
CCc1nc2sccc2c(=O)n1N	99	3	101	16	99	9	95	0.3	96	99	-19
Cc1ccccc1OCC(=O)NCC(=O)N/N=C/c1cccc([N+](=O)[O-])c1	97	4	99	14	99	11	97	0.8	95	98	-25
O=C(Nc1ccc(Cl)cc1)N1CCN(c2ccccc2)CC1	100	10	103	11	99	21	99	0.3	99	100	-9
O=C(CCCCC(=O)NC1CCCC1)NC1CCCC1	100	2	104	20	101	13	101	-0.5	100	99	17
CCC(Sc1nc(N)c(NC(=O)c2ccc(OC)c(OC)c2)c(=O)[nH]1)C(=O)OC (stereo not drawn)	99	0	99	24	96	6	98	-0.2	97	99	.
O=C1CN(C(=O)/C=C/c2ccc(Cl)cc2)c2ccccc2N1	99	9	99	15	95	11	98	0.9	94	95	-7
O=[N+]([O-])c1ccc(C(O)CN=Cc2ccc(O)cc2O)cc1 (stereo not drawn)	100	0	99	18	97	11	98	-0.2	95	98	.
CC(=O)Nc1ccc(S(=O)(=O)Nc2nc(-c3ccc(C(C)(C)C)cc3)cs2)cc1	94	-2	98	5	92	3	97	-0.6	97	95	-11
CCC1CCCCN1C(=O)Nc1cc(Cl)ccc1OC (stereo not drawn)	97	7	97	13	100	10	97	0.3	95	97	7
Cc1ccc(-n2nc(-c3ccco3)cc2C(=O)O)c(C)c1	100	2	97	12	94	8	93	-0.1	90	93	-57
CN(C)c1ccc(NC(=O)c2cccc(N3C(=O)CCC3=O)c2)cc1	97	3	101	7	100	15	100	0.7	96	96	.
Cc1ccc(NC(=O)C(CC(C)C)NC(N)=O)cc1 (stereo not drawn)	101	2	107	7	102	3	103	0.0	101	101	1
N=C1c2ccccc2CN1c1ccc(S(=O)(=O)N2CCCCC2)cc1	97	8	94	70	89	13	93	0.4	90	93	21
COc1ccc(CCNC(=O)c2ccc(SC)cc2OC)cc1	105	14	96	13	97	8	93	1.7	91	96	5
CN(C)c1nc(Oc2ccc(OCCOc3ccccc3)nn2)nc(N(C)C)n1	94	2	100	16	99	9	97	0.7	97	96	-36
COc1ccc(CN(C)CCc2ccccn2)cc1OC	103	1	103	19	105	.	102	0.2	99	101	.
CC(=O)c1cccc(CN2CCN(Cc3ccc(C)cc3)C(CCO)C2)c1 (stereo not drawn)	106	7	97	14	97	1	99	1.0	96	99	15
O=C(NCc1ccc(OC(F)(F)F)cc1)C1CC(c2ccccc2[N+](=O)[O-])=NO1 (stereo not drawn)	101	11	97	16	101	10	100	1.5	95	99	-2
CCN(CC(=O)Nc1ccc(OC)c(Cl)c1)CC(=O)NC(C)C	95	10	103	12	91	14	94	0.5	94	96	0
CN1CC(c2ccccc2Cl)C2(COc3ccccc3C2=O)C12C(=O)Nc1ccccc12 (stereo not drawn)	105	2	106	20	106	34	105	1.0	102	106	0
CC(C)(C)c1ccc2c(c1)N(CC(=O)O)C(=O)CO2	98	-4	105	28	103	11	101	-0.3	103	102	.
CC(C)Nc1nc(NC(C)(C)C)nc(Oc2ccc(=O)n(-c3ccccc3)n2)n1	101	3	102	16	102	12	103	0.8	100	103	.
CCNC(=S)N(CCc1ccc(OC)c(OC)c1)Cc1cc2cc(OC)ccc2[nH]c1=O	103	1	94	51	94	10	95	-0.1	95	97	23
Cc1ccc2c(c1)N(CCC(=O)NC1CC1)C(=O)C(C)O2 (stereo not drawn)	?	11	?	24	?	11	?	1.0	?	?	16
COc1ccc(/C=C/C(=O)OCC(=O)Nc2cc3oc4ccccc4c3cc2OC)cc1	95	0	85	16	85	6	88	-1.2	83	88	-3
Cc1ccc(NC(=O)COc2ncnc3sccc23)cc1S(=O)(=O)N(C)C	95	2	92	72	89	12	91	0.1	90	91	.
CCC1Oc2ccc(C)cc2N(CC(=O)N2CCN(c3ccc(F)cc3)CC2)C1=O (stereo not drawn)	98	0	103	21	101	8	99	-1.3	97	99	.
CCc1nc(N)c(C#N)c(-c2cccnc2)c1C	98	1	94	21	98	10	98	0.5	96	96	15
O=C1C=C(O)CC(c2ccc(Cl)cc2)C1 (stereo not drawn)	98	0	96	54	94	7	97	0.0	95	96	.
Cc1ccccc1NC(=O)Cn1nnc2c(cnn2-c2ccc(F)cc2)c1=O	97	1	97	8	96	31	97	0.2	98	98	18
O=c1oc2ccccc2c(Nc2cc3ccccc3cc2O)c1[N+](=O)[O-]	92	0	93	9	90	7	91	-0.1	89	92	9
Cc1ccc(C(C)C)c(OCC(=O)NN=C2CCCCCCC2)c1	97	31	99	12	98	23	98	0.4	98	98	-14
CC(=O)N/C(=C/c1ccc2c(c1)OCO2)C(=O)NCCCO	99	3	103	24	102	12	102	0.8	103	101	.
COc1ccc(C(CNC(=O)c2cccc(Br)c2)N2CCCC2)cc1 (stereo not drawn)	100	2	103	7	100	12	100	1.3	100	100	.
Cc1cc(C(=O)CSc2nnc(-c3ccc(Cl)cc3)n2CC2CCCO2)c(C)n1C (stereo not drawn)	97	10	93	18	93	13	97	1.2	96	95	.
O=C(NCc1ccccn1)c1c(Cl)cccc1Cl	103	2	102	22	103	18	104	0.6	99	104	.
Cc1ccc2nc(C)c(C(=O)N/N=C/c3ccco3)cc2c1	101	8	101	10	101	7	99	0.1	99	99	.
CSc1ccc(CN2CCCC(CO)(Cc3ccccc3)C2)cc1 (stereo not drawn)	97	-4	98	17	100	11	99	-2.0	96	100	-26
O=C1c2ccccc2-c2cccc(C(=O)N3CCCCCC3)c21	105	10	106	9	98	4	102	2.3	98	99	.
CCOc1ncnc2c1oc1nc(CC(C)C)c3c(c12)CC(C)(C)OC3	96	5	94	14	94	38	97	1.0	92	93	.
C=CCNC(=O)C1CCN(c2c([N+](=O)[O-])cc(C(F)(F)F)cc2[N+](=O)[O-])CC1	94	1	99	58	101	7	98	0.5	95	97	1
CC1(NC(=O)CC[N+](C)(C)CCO)CS(=O)(=O)CC1S(=O)(=O)[O-] (stereo not drawn)	96	-6	100	10	100	19	98	-0.9	97	97	-1
